# From PubChem BioAssay
# HKDC1 inhibitor = HKDC1 hexokinase inhibitors, primary screen, biochemical, fluorescence, uHTS | Q2TB90 | recombinant HKDC1, G6PDH/diaphorase resazurin coupled fluorescence | inhibition, % at 20 µM | actives 0.16% (n = 340,000);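 active means inhibition above about 35% when tested at 20 µM, limit read from the data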;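 further: plate controls were DMSO wells with enzyme for no effect and DMSO wells lacking enzyme for full effect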
#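 test system = in-house recombinant HK5 (HKDC1) enzyme | amount = HKDC1 at 5 µg/mL | control set = DMSO-enzyme wells negative, buffer-substituted wells positive | compound = one dose of 20 µM, 1% DMSO | schedule = reaction time 90 min, room temperature, protected from light | technique = resorufin fluorescence at 613 nm | reagent = glucose with 1 mM ATP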
# SENP8 block-1 = human SENP8 protease inhibitors, primary screen, biochemical, fluorescence, Nedd8 protein substrate, uHTS. AID 602440, 2012. Sentrin-specific protease 8 (Homo sapiens), Q96LD8. inhibition, % at 20 µM. recombinant SENP8. actives 0.64% (n = 360,000); in the data active means inhibition mostly above about 40%, no sharp cut-off; inactive means mostly below about 27%
# Target sequence (Q96LD8 whole entry, looked up): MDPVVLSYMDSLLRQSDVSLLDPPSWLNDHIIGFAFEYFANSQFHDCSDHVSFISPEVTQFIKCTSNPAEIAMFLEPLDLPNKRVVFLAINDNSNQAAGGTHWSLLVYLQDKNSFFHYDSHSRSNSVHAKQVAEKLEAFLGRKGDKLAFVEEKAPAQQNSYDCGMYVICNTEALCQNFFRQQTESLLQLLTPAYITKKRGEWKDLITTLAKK
# MIN6 prolif = inducers of MIN6 beta-cell proliferation, primary screen, ATP luminescence, uHTS; proliferation, % at 10 µM; AID 2380, 2010; MIN6 cells proliferation, ATPlite luminescence, 48 h; cells starved in 0.2% serum; 100% = growth in 10% serum; actives 0.29% (n = 330,000);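 active means compounds whose signal lies at least 3.5 SD above the mean of all wells on their plate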;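 further: 0% = DMSO-treated cells in low-serum medium and 100% = 10% serum control; some compounds called inactive have numbers as strong as hits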
# SENP6 inh = SENP6 protease inhibitors, primary screen, biochemical, luminescence, uHTS | Sentrin-specific protease 6 (Homo sapiens), Q9GZR1 | Recombinant SENP6 catalytic domain, aminoluciferin luminescence | inhibition, % at 10 µM | actives 1.8% (n = 330,000);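 active means inhibition above about 50% at the single tested dose, limit read from the data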;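 further: plate controls were DMSO wells with enzyme for no effect and DMSO wells lacking enzyme for full effect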
# Target sequence (Q9GZR1 628-1112 limits assumed): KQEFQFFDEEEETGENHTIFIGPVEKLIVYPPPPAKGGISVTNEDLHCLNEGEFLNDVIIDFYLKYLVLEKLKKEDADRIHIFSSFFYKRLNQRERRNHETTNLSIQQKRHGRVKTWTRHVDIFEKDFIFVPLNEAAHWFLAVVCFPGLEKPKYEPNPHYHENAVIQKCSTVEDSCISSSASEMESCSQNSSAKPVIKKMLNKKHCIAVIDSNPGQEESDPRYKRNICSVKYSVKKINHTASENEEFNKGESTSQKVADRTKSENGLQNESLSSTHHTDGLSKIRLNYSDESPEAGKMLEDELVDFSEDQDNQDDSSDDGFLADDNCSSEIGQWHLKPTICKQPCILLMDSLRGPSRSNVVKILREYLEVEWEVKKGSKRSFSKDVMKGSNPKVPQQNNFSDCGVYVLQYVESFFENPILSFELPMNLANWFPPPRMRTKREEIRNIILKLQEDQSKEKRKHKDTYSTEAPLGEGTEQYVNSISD
# UBC13 inh = UBC13 polyubiquitin chain formation inhibitors, primary screen, biochemical, TR-FRET, uHTS. AID 485273, 2010. actives 0.47% (n = 330,000). inhibition, % at 20 µM; in the data active means inhibition above about 45%, passing the limit was not always enough
# SENP7 block = SENP7 protease inhibitors, primary screen, biochemical, luminescence, uHTS. Sentrin-specific protease 7 (Homo sapiens), Q9BQF6. recombinant SENP7, Z-RLRGG-aminoluciferin luminescence, 40 min. inhibition, % at 5 µM. actives 1.5% (n = 330,000);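 active means inhibition above about 50% at the single test dose, limit read from the data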;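 further: plate controls were DMSO with enzyme for no effect and no enzyme buffer wells for full effect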
# Target sequence (Q9BQF6 706-1050 limits assumed): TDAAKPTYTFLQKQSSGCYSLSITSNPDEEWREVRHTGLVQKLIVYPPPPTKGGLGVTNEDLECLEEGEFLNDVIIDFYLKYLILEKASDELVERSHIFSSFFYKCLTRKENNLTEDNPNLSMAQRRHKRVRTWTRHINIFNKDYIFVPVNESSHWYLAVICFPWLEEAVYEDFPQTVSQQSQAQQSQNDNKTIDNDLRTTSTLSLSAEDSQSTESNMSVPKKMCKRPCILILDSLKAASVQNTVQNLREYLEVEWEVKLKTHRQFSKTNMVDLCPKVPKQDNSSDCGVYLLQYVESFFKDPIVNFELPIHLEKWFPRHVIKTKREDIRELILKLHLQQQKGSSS
# SENP8 block-2 = SENP8 protease inhibitors, primary screen, biochemical, luminescence; inhibition, % at 10 µM; AID 2540, 2010; actives 1.2% (n = 330,000); purified SENP8, Z-RLRGG-aminoluciferin cleavage; in the data active means inhibition above about 50%
# PfGluPho inh = PfG6PD enzyme inhibitors, primary screen, biochemical, fluorescence intensity, uHTS; glucose-6-phosphate dehydrogenase-6-phosphogluconolactonase (Plasmodium falciparum 3D7); PfGluPho enzyme, NADPH resazurin-diaphorase fluorescence; inhibition, % at 20 µM; actives 0.78% (n = 350,000); AID 504690, 2011;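 active means inhibition reaching at least a set limit at 20 µM in the primary screen, cut at about 59% in these data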;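 further: 0% = DMSO wells with substrate and 100% = DMSO wells lacking glucose-6-phosphate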
# SENP1 inh = human SENP1 catalytic domain inhibitors, primary screen, biochemical, FRET, uHTS; inhibition, % at 10 µM; actives 0.21% (n = 360,000); Sentrin-specific protease 1 (Homo sapiens), Q9P0U3; recombinant SENP1 catalytic domain, CyPet-SUMO1-YPet FRET cleavage;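 active means inhibition at least 30% at 10 µM, raw YFP signal under a set limit, fluorescence ratio 0.5 to 1.5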;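 further: 0% = enzyme with DMSO and 100% = no enzyme wells; some results filed as inactive read as strong as hits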
#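 Controls: no-enzyme wells low, DMSO-plus-enzyme wells high control. Test system: human recombinant His6-tagged SENP1 catalytic domain enzyme. Reagent: SFCypet-SUMO1-SFYpet FRET protein substrate, 25 nM final. Doses: one dose per compound, 10 µM, 0.5% DMSO. Detection: FRET, CFP and YFP emission. Timing: 50 min reaction at room temperature.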
# * hit, by the source's call; · = no result given.
mol	HKDC1 inhibitor	SENP8 block-1	MIN6 prolif	SENP6 inh	UBC13 inh	SENP7 block	SENP8 block-2	PfGluPho inh	SENP1 inh
C[C@H](O)[C@@H]1C(=O)N2CCc3ccc(N4CCN(C)CC4)cc3[C@@H]2C[C@@H]1N(C)C(=O)Nc1cc(Cl)cc(Cl)c1	-4	-5	·	·	·	·	·	1	-3
CCN1CCN(c2ccc(Nc3ccnc4ccccc34)cc2)CC1	-1	-26	-5	13	15	4	3	-3	-6
Cn1c(SCc2ccccc2Cl)nc2c1c(=O)[nH]c(=O)n2C	2	20	-1	2	1	0	-6	-9	0
COc1ccccc1C(C)NC(=O)c1ccc(C)o1 (stereo not given)	2	14	-3	-5	-4	3	-5	-2	2
O=C(c1ccc2c(c1)OCCO2)N1CCN(S(=O)(=O)c2c(F)cccc2F)CC1	-5	2	-4	7	3	0	3	-3	2
O=C(Nc1ccccc1Cl)Nc1ccnn1C1CCN(C(=O)CCN2CCCO2)CC1	-9	21	5	-4	4	4	-6	4	0
Cc1cc(C)n2nc(C(=O)OCC(=O)c3ccccc3Cl)nc2n1	-6	-8	0	0	6	2	1	3	0
O=P(COCCOCCOCP(=O)(c1ccccc1)c1ccccc1)(c1ccccc1)c1ccccc1	-8	5	-2	-18	0	0	-12	-2	0
O=C(Nc1cccnc1)c1cnn2cccnc12	-4	10	0	-4	7	0	-2	8	0
O=C1CC(N(CCc2ccccc2)C(=S)Nc2ccccc2)C(=O)N1c1ccc(F)cc1 (stereo not given)	2	26	-6	-8	1	6	4	13	2
O=C(CCN1C(=O)C2CC=CCC2C1=O)OCC(=O)c1ccc(F)cc1 (stereo not given)	-2	1	-3	-7	10	0	7	0	3
CC(CCc1ccco1)NC(=O)Cn1ncc2c(=O)oc3ccccc3c21 (stereo not given)	-4	10	3	-4	-1	-8	-11	-11	0
Cc1nn(Cc2ccc([N+](=O)[O-])cc2)c(=O)n1-c1cccc(Cl)c1	-4	14	2	21	-1	5	7	3	1
COc1ccc(NC(=S)NC2CC3CCC2C3)c(OC)c1 (stereo not given)	-4	18	-1	-17	-3	-8	11	-9	-1
CC(C)=C1C2CC2C2C(C(=O)O)C12 (stereo not given)	-2	6	-2	-2	-4	3	-3	3	2
COc1cc(/C=C2/N=C(c3ccccc3)OC2=O)c(F)cc1OCc1ccccc1	9	-211	-9	-5	-43	-4	-2	-20	-59
Cc1sc2nc(SCC(=O)NCCOCCO)n(C)c(=O)c2c1C	-4	9	-3	0	-6	6	2	0	-2
CC(C)CN(CCNC(=O)CN1N=C(c2ccc(Cl)cc2)CCC1=O)CC(C)C	-1	10	-2	0	1	-7	3	6	2
COC(=O)[C@H]1[C@H]2C[C@@H]3c4[nH]c5cc(OC)ccc5c4CCN3C[C@H]2C[C@@H](OC(=O)/C=C/c2cc(OC)c(OC)c(OC)c2)[C@@H]1OC	7	-389	-8	15	18	10	7	14	-32
CCOc1ccc(CCNC(=O)c2cccc(C#N)c2)cc1OCC	-11	-5	-1	-10	4	-1	0	-6	1
CCN(Cc1cc(=O)[nH]c2ccccc12)C(=O)C(C)C	-5	-24	-2	-7	19	5	1	-3	2
CN(C)c1ccc(NC(=O)CN2C3CCCC2CC(NC(=O)c2ccccc2)C3)cc1 (stereo not given)	-1	14	0	-9	1	-7	-7	19	0
COc1ccccc1N1CCN(C2CCN(C(=O)c3cccc(F)c3)CC2)CC1	-9	16	1	3	-2	-2	-9	-14	0
Cc1ccc(C(=O)Nc2cccnc2)cc1[N+](=O)[O-]	-11	7	-1	-5	-6	-10	-19	-8	1
COC(=O)CCCC[C@H]1SC[C@H]2NC(=O)N[C@]21O	·	·	0	-9	-2	-4	6	·	·
COc1ccc(NS(=O)(=O)c2cccc(C(=O)O)c2)cc1S(=O)(=O)N1CCCCC1	-2	15	2	9	1	-8	7	-31	0
CCSc1nnc(NC(=O)NCC(F)(F)F)s1	-8	19	-2	-6	-11	-3	-7	-15	-1
OC(CNCCNc1ncccc1C(F)(F)F)COc1ccc(F)cc1 (stereo not given)	-1	12	-4	-38	3	2	2	8	1
O=C1NCCN(Cc2c(F)cccc2Cl)C1CC(=O)N1CCCO1 (stereo not given)	-2	-298	-2	5	2	3	1	-8	-15
COc1ccc(CN(C(=O)c2oc3ccc(F)cc3c2C)C2CCS(=O)(=O)C2)cc1 (stereo not given)	-6	0	1	-14	0	-2	-12	6	2
O=C(C[C@@H]1C/C=C\C[C@@H](Cc2ccc(F)cc2)C(=O)OC[C@@H](Cc2c[nH]c3ccccc23)NC1=O)NCCO	-2	12	1	-5	17	-11	4	-3	3
O=C(CP(=O)(CO)CO)c1ccc(Cl)cc1	-5	4	-3	-14	-3	6	-3	13	2
COC(=O)[C@H]1C[C@@H]1[C@H](NS(=O)(=O)c1ccccc1)c1ccccc1	-3	-1	-2	-8	-5	-5	-5	-1	2
Cc1cc2cc(C(c3nnnn3C3CCCC3)N(Cc3cccnc3)Cc3ccco3)c(=O)[nH]c2cc1C (stereo not given)	-10	-76	-2	-2	24	1	-13	9	-9
COc1ccc(N2CCN(C(=O)Cc3csc(NC(=O)Nc4ccccc4OC)n3)CC2)cc1	3	0	1	2	-1	0	-3	18	2
CCC(C(=O)O)P(=O)(c1ccc(Cl)cc1)c1ccc(Cl)cc1 (stereo not given)	0	10	1	12	4	0	10	-16	3

# Single records (already shown). Order of screens: HKDC1 inhibitor	SENP8 block-1	MIN6 prolif	SENP6 inh	UBC13 inh	SENP7 block	SENP8 block-2	PfGluPho inh	SENP1 inh
# `Cc1sc2nc(SCC(=O)NCCOCCO)n(C)c(=O)c2c1C` is entered as -4	9	-3	0	-6	6	2	0	-2
# `OC(CNCCNc1ncccc1C(F)(F)F)COc1ccc(F)cc1` (stereo not given) is entered as -1	12	-4	-38	3	2	2	8	1

# (listing goes on)
mol	HKDC1 inhibitor	SENP8 block-1	MIN6 prolif	SENP6 inh	UBC13 inh	SENP7 block	SENP8 block-2	PfGluPho inh	SENP1 inh
CC1=C(C(=O)OC2CCCCC2)C(c2cccnc2)n2ncnc2N1 (stereo not given)	-3	0	0	-4	5	0	-2	10	3
CC12COC3(C(=O)N4CCN(c5ccccn5)CC4)CC1CCC32C (stereo not given)	19	0	0	-5	-7	2	2	-11	2
CCC(C)[C@H]1COCCS(=O)(=O)N1Cc1ccccc1F (stereo not given in full)	-4	8	-1	-2	1	-8	-11	7	4
COc1ccc(C)cc1NC(=O)CN(c1ccc(C)cc1)S(C)(=O)=O	-10	5	-4	13	5	2	5	3	0
COc1ccccc1CCCNC(=O)C1CCC(=O)N(CCc2ccc(Cl)cc2)C1 (stereo not given)	-5	-1	-3	-20	-1	3	-1	5	0
Cc1ncc(CO)c(/C=N/NC(=O)c2ccc(O)cc2)c1O	-5	-433	-2	12	-5	4	3	-26	-28
CN(C)S(=O)(=O)c1ccc(C(=O)Oc2ccccc2)cc1	-6	12	-1	-12	6	5	-3	-2	1
COc1cccc(N2C(=O)C(Cc3c[nH]c4ccccc34)NC2=S)c1 (stereo not given)	-11	10	0	-4	14	4	2	13	-47
CN1CCN(CCc2nc3cc(NC(=O)COc4ccc(Cl)cc4)ccc3n2C)CC1	3	23	-4	-2	1	2	-2	-11	1
NC(=O)N/N=C\c1cc(Br)ccc1O	2	-163	0	-6	2	10	-2	-24	-39
O=C(Nc1cccc(Cl)c1)Nc1cnccn1	0	2	-3	-13	4	-7	-9	7	1
C=C(C)Cn1c(C2CC(=O)N(Cc3ccccc3)C2)nc2ccccc21 (stereo not given)	-3	5	-3	-4	-11	-1	3	16	-3
CN(C)c1ccc(CNC(=O)CN(C)S(=O)(=O)c2ccc3c(c2)c(=O)n(C)c(=O)n3C)cc1	0	9	-4	-4	-14	-4	0	5	1
O=C1CCN(S(=O)(=O)c2ccccc2)CCN1CCOCc1cccc(F)c1	2	21	2	-18	-8	7	-16	-3	0
CCc1c(C)sc(NC(=O)c2ccco2)c1C(=O)N1CCCCC1	5	-5	-2	-4	5	5	5	5	-3
COc1ccc(NC(=O)Cn2nc(C(=O)O)c3ccccc3c2=O)cc1OC	4	10	0	-5	-1	-6	-5	-6	0
Nc1nc(SCc2ccc(F)cc2)ns1	0	2	1	-9	-10	-14	-16	9	2
Cc1cccc(C(=O)NC(=S)N2CCN(c3ccc([N+](=O)[O-])cc3)CC2)c1	-4	32	-5	-9	-5	9	-9	8	-6
Cc1ccc(-c2nnn(CC(=O)NCC3COCCO3)n2)o1 (stereo not given)	-1	15	-2	-4	-6	4	0	9	1
COc1ccc(N2CCN(C(=O)C(NC(=O)c3c(F)cccc3F)C(C)C)CC2)cc1 (stereo not given)	2	9	-1	-12	-7	-8	-11	-8	-3
Cc1cc(C)c2ccc(C)[n+]([O-])c2c1O	3	18	-1	2	5	3	-3	-1	-1
CCCCCCN1C(=O)C(O)=C(C(C)=O)C1c1ccc(Cl)cc1 (stereo not given)	8	16	-2	7	-9	17	-4	-13	-1
CCCn1c(NCc2ccc(C)o2)nc2ccccc21	-13	6	2	-12	2	49	-3	3	-18
O=C(c1ccccc1)c1ccc(CN2C(=O)c3ccccc3C2=O)o1	-9	12	-1	-27	7	10	2	8	0
CCCn1cc(S(=O)(=O)CC(=O)N2CCc3ccccc32)c2ccccc21	19	-10	3	-11	10	-8	0	19	0
O=c1ccnc(SCn2nnc3ccccc3c2=O)[nH]1	-12	19	-3	-10	3	9	-6	-20	-1
COc1ccc(CC(=O)Oc2ccccc2Cl)cc1S(=O)(=O)N1CCOCC1	2	17	2	-8	-6	-2	-2	-7	1
C/C(=N\OC(=O)Nc1ccc(Cl)cc1)c1ccc(F)c(F)c1	0	5	-3	-19	0	4	-4	19	1
O=c1[nH]c(SCc2ccc(F)cc2)nc2c1cnn2-c1ccc(F)cc1	4	25	0	6	-18	5	0	-11	3

# Ordered by the number under SENP7 block (low to high): some entries from above
Molecule	SENP7 block
O=P(COCCOCCOCP(=O)(c1ccccc1)c1ccccc1)(c1ccccc1)c1ccccc1	0
Cc1cc(C)n2nc(C(=O)OCC(=O)c3ccccc3Cl)nc2n1	2
CC(C)=C1C2CC2C2C(C(=O)O)C12 (stereo not given)	3
CCN1CCN(c2ccc(Nc3ccnc4ccccc34)cc2)CC1	4
O=C(c1ccccc1)c1ccc(CN2C(=O)c3ccccc3C2=O)o1	10
CCCn1c(NCc2ccc(C)o2)nc2ccccc21	49
